Pin1 inhibitor – inhibitors of human Pin1 | Q13526 | Pin1 FP peptide displacement, HiFluor488, 10 min | Potency, µM (titrated, usually from 115 µM), without a hit: at the top dose activity, negative = inhibition, hits mostly inhibitors | actives 0.009% (n = 390,000); active means well fitted inhibition curve with a large enough effect in the polarisation, with a control signal flat, not every such curve was filed as active; inconclusive means small, poorly fitted or top-dose-only effect, or effect the other way, or a change in a side signal; inactive means no such curve, though single readings can be large or run the other way; the % refers to the polarisation; further: potency means the concentration at half of the fitted maximal effect; on the % scale 0 is the no-effect control and ±100 the full control effect
IDH1 R132H inh – inhibitors of human mutant IDH1 R132H. actives 0.093% (n = 390,000). Potency, µM (highest dose often 76.6 µM), for inactives: at the top dose activity change, negative = inhibition, usual class: inhibitors. AID 602179. O75874. IDH1-R132H enzyme, NADPH consumption, diaphorase/resazurin fluorescence; further: potency means the concentration at half of the fitted maximal effect; on the % scale 0 is the no-effect control and ±100 the full control effect; nearly all actives have a fitted effect of over 65% in size
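IDH1-R132H (0.5 ug/mL dispensed) in pH 7.5 Tris buffer was preincubated 30 min with compound, then given a substrate mix of 0.016 mM NADPH and 2 mM alpha-KG for 80 min at room temperature; remaining NADPH was read by diaphorase/resazurin fluorescence.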
TrxR1 substrate – substrates of rat thioredoxin reductase 1; purified TrxR1 substrate turnover, NADPH consumption readout; actives 0.01% (n = 390,000); Potency, µM (series often up to 114 µM), for inactives: at the top dose activity change, negative = substrate turnover; O89049; further: potency means the concentration at half of the fitted maximal effect; on the % scale 0 is the no-effect control and ±100 the full control effect; nearly all actives have a fitted effect of over 50% in size
Target sequence (O89049 whole entry, looked up): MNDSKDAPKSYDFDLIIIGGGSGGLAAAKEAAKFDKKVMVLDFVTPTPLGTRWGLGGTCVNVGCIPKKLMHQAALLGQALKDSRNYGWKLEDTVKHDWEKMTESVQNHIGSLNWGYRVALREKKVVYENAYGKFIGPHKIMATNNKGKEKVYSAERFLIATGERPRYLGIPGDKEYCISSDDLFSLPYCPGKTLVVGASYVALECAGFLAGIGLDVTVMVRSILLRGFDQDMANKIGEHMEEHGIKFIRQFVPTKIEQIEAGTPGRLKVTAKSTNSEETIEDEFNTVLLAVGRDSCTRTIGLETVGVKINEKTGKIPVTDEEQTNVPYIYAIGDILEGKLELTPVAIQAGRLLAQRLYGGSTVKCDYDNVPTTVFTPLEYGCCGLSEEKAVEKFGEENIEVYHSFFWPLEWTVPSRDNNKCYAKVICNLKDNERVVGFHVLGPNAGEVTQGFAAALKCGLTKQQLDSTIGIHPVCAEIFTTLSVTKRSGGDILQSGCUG
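Rat TrxR1, dispensed at 90 nM, was prereduced with 400 uM NADPH (final) for 5 min at ~22 deg C, then incubated with compound 15 min before 400 uM selenite. A first-read NADPH fluorescence drop versus no-compound background flagged substrates.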
PGK inhibitor – T. brucei PGK inhibition; PGK/GAPDH coupled, Kinase-Glo luminescence, 60 min; Potency, µM (series often up to 57.5 µM), inactives show at the top dose activity change, negative = inhibition, usual class: inhibitors; actives 0.043% (n = 380,000); P07378; further: potency means the concentration at half of the fitted maximal effect; on the % scale 0 is the no-effect control and ±100 the full control effect; nearly all actives have a fitted effect of over 60% in size
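Recombinant glycosomal PGK reaction used 1,3-bisphosphoglycerate generated in-well by GAPDH (100nM final) in 100mM TEA pH 7.6, 5mM MgCl2, 0.01% Tween-20. After 60 minutes at room temperature, ATP was read by Kinase-Glo Plus luminescence end-point.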
PI4K2A block – PI4K2A (human) kinase inhibition. Q9BTU6. purified PI4K2A, ADP-Glo luminescence, 1 h; active compounds read low. activity change, negative = inhibition, % at 76.9 µM. actives 0.13% (n = 420,000). AID 1346378; in the data active means activity change below about -50%; inconclusive means mostly about -30% to -49%;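 further: -100% = wells without enzyme as full effect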
Target sequence (Q9BTU6 whole entry, looked up): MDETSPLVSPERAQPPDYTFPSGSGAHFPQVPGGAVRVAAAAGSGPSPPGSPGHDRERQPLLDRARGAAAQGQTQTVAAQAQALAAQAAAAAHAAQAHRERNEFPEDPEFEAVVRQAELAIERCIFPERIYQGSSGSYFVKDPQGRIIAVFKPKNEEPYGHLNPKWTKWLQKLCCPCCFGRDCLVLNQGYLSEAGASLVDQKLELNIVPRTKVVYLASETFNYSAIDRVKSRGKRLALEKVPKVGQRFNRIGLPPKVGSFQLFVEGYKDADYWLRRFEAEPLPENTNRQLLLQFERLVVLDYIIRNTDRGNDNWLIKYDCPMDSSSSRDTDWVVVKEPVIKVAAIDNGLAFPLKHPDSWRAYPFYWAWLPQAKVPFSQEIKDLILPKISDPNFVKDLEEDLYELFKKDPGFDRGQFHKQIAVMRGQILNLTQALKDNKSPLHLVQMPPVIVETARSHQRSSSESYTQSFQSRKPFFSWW
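In this quantitative HTS, ADP production by PI4K2A was quantified luminescently after 1 h at ambient temperature; 100 microM adenosine served as plate-quality control.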
GLS inh – blocks human kidney-isoform glutaminase activity; O94925; GLS enzymatic activity, qHTS titration; Potency, µM (series often up to 45.5 µM), for inactives: at the highest dose activity change, negative = inhibition, hits mostly inhibitors; actives 0.21% (n = 410,000); AID 624170; further: potency means the concentration at half of the fitted maximal effect; on the % scale 0 is the no-effect control and ±100 the full control effect
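hKGA; 45 mM KH2PO4 pH 8.2 + 0.02% Tween-20; cpd via pin tool; 1 mM Gln soln; GluOx/HRP/Amplex Red; RT 30 min; fluor. t0 & final.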
HP1b binding inh – blocks HP1-beta chromodomain binding to methylated histone tails; Potency, µM (top dose mostly 114 µM), inactives show at the highest dose activity change, negative = inhibition, actives largely listed as inhibitors; P83916; AlphaScreen HP1-beta / biotin-H3K9me3 peptide binding; actives 0.56% (n = 390,000); further: potency means the concentration at half of the fitted maximal effect; nearly all actives have a fitted effect of over 70% in size; inactives centre near 23
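HP1-beta protein (50 nM final) preincubated 30 min at room temperature with biotinylated H3(1-18)K9me3 peptide (50 nM) in PBS pH 7.4, 0.01% Tween-20, then compound added for 30 min. AlphaScreen streptavidin donor/nickel chelate acceptor beads (10 ug/mL final), 30 min dark, luminescence read.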
USP1-UAF1 inh – USP1/UAF1 (human) deubiquitinase inhibition; actives 0.23% (n = 390,000); O94782; Potency, µM (highest dose often 57.1 µM), for inactives: at the top dose activity change, negative = inhibition, most hits filed as inhibitors; recombinant USP1/UAF1, Ub-Rhodamine cleavage fluorescence; further: potency means the concentration at half of the fitted maximal effect; on the % scale 0 is the no-effect control and ±100 the full control effect; nearly all actives have a fitted effect of over 60% in size; inactives centre near -12
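USP1/UAF1 complex at 1 nM was preincubated with compound for 15 min at room temperature, then Ub-Rho substrate (150nM final) was added. Fluorescence (480/540 nm) was read kinetically, 6 reads every 60 seconds.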
rTrxR1 inhibitor – inhibitors of rat thioredoxin reductase 1; O89049; recombinant rTrxR1, NADPH fluorescence consumption, selenite substrate; Potency, µM (series often up to 114 µM), for inactives: at the top dose activity change, negative = inhibition, hits mostly inhibitors; actives 1% (n = 390,000); AID 588453; further: potency means the concentration at half of the fitted maximal effect; on the % scale 0 is the no-effect control and ±100 the full control effect; nearly all actives have a fitted effect of over 65% in size
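Rat TrxR1 (90 nM in the dispensed reagent) was pre-reduced with 400 uM NADPH for 5 min at room temperature, then incubated with compound for 15 min. After 400 uM selenite was added, NADPH fluorescence (Ex 340/Em 450 nm) was followed for 8 min.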
The depositor's hits bear a star; i = inactive; ? = inconclusive; / = no result given; & = joins results of further samples; [ ] = another dose, or the depositor's remark. Unless noted, the call rests on the fitted dose curve; in most records, active means well fitted curve in the direction sought with a large enough effect; inconclusive means small, poorly fitted or top-dose-only effect, or another doubt; inactive means no such curve, though single readings can be large; an effect the other way counts as inactive or inconclusive.

SMILES	Pin1 inhibitor	IDH1 R132H inh	TrxR1 substrate	PGK inhibitor	PI4K2A block	GLS inh	HP1b binding inh	USP1-UAF1 inh	rTrxR1 inhibitor
CCc1ccc(-c2csc(NC(=O)c3cccnc3)n2)cc1	-2%	-2%	-4%	8%	-1	6%	31%	-10%	-1%
Cc1cccc(N(C)S(=O)(=O)c2csc(C(N)=O)c2)c1	-12%	2%	12%[57.1 µM]	-10%	3	-3%	4%	-22%	6%
Cc1[nH]c2ccc(-c3n[nH]c(=S)n3-c3ccc(Br)cc3)cc2c1C	-1%	-15%	-7%	-1%	-3	-1%	30%	-5%	-6%
COc1ccccc1C(=O)COC(=O)COc1cccc2c1OC(C)(C)C2	14%	5%	-7%	i	4	-13%	66%[activator]	-15%	6%
Cc1ccc2ncnc(Nc3ccccc3)c2c1	2%	6%	-14%[57.1 µM]	i	2	3%	54%[activator]	-25%	21%[57.1 µM]
CCOc1ccc(-c2cc(C(F)(F)F)c(C#N)c(SCC(=O)Nc3ccccc3)n2)cc1	?	0%	11%	-10%	0	6%	59%[activator]	-26%	32%
COc1ccc(CCNC(=O)CSc2nnnn2-c2ccc(OC)c(OC)c2)cc1OC	2%	-1%	13%[57.1 µM]	i	0	8%	-11%	-13%	19%[57.1 µM]
C/C(Cc1ccccc1)=N\NC(=O)CNC(=O)c1cccc(F)c1	1%	-5%	-2%	4%	2	5%	39%[activator]	-13%	0%
Cc1ccc(NC(=O)CCCn2c(=O)c3cccn3c3ccccc32)cc1Cl	1%	2%	18%[11.4 µM]	8%	4	-11%	0%	-22%	2%
CCOC(=O)/C(N=O)=C(\O)C1CCN(C(=O)OCC)CC1	4%	3%	4%	5%	-2	18%	65%[activator]	-1%	1%
CCOc1ccc(NC(=O)c2ccc3c(c2)N(C)CCS3)cc1	/	-3%	/	-5%	2	1%	/	-25%	/
Fc1ccc2nc(N3CCOCC3)sc2c1	4%	3%	-5%	-11%	0	0%	19%	-9%	11%[57.1 µM]
CC(C)CC1Nc2ccc(C(=O)NCCCN3CCCCC3C)cc2NC1=O (centres undefined)	2%	-7%	0%	-8%	-3	-14%	22%	-27%	11%
Cc1nc(SCC(=O)c2ccc(Cl)cc2)c([N+](=O)[O-])[nH]1	-5%	-3%	-5%	3%	-3	/	12%	-21%	-18%
CCN1CCN(C(=S)Nc2ccc([N+](=O)[O-])cc2)CC1	-9%	3%	-11%	-1%	6	8%	12%	-11%	-31%
CCOc1ccc(C(=O)N2CCc3cc(OC)c(OC)cc3C2)cc1OCC	23%	-2%	3%[57.1 µM]	3%	-1	-1%	23%	?	9%[57.1 µM]
CC(=O)N1CCN(C(=O)c2cc3ccccc3o2)CC1	-9%	-5%	3%	-6%	3	2%	-10%	-22%	17%
CCOC(=O)c1c(NC(=O)CCCN2CCOCC2)sc2c1CC(C)(C)OC2	0%	15%	-10%	i	-3	7%	41%[activator]	-3%	-16%
COc1cc(/C=N/NC(=O)c2ccc3c(c2)OCCO3)cc(Br)c1O	0%	-4%	-17%	i	-4	-3%	39%	-11%	-1%[57.1 µM]
Cc1ccc(NC(=O)c2ccc3c(c2)NC(=O)c2ccccc2S3)cc1	0%	-9%	14%	i	-4	5%	31%	-29%	9%
Cc1c(-c2ccccc2)n(O)[n+]([O-])c1-c1ccccc1	/	-22%	/	-12%	4	30%[activator]	/	-17%	/
COC(=O)N/N=C(\C)c1ccc(OC(F)F)cc1	-2%	16%	12%[57.1 µM]	-1%	21	-1%	30%	-13%	22%[57.1 µM]
O=C(NCCc1ccccc1)C(=O)c1c(-c2ccccc2)cc2ccccn12	1%	-1%	-10%	-3%	3	-1%	4%	-21%	-10%
Cc1nc(SCC(=O)NCC(F)(F)F)c2c(-c3cccs3)csc2n1	10%	4%	-2%	0%	3	2%	43%[activator]	-13%	14%
CCOCCCNC(=S)N1CCC(NC(=O)c2ccco2)CC1	-2%	-13%	6%[57.1 µM]	-5%	9	-10%	1%	-22%	16%[11.4 µM]
O=C(NCc1ccco1)C(=O)NCC1OCCCN1S(=O)(=O)c1ccc(Cl)cc1 (centres undefined)	4%	3%	-7%	/	5	-12%	54%[activator]	-14%	10%
COc1ccccc1-c1ccc(Nc2cccc(C(F)(F)F)c2)nn1	-6%	6%	-6%	-1%	8	2%	43%[activator]	-13%	-9%
OCCC1CN(Cc2cnn(-c3ccc(F)cc3)c2)CCN1Cc1ccsc1 (centres undefined)	-1%	17%	2%[57.1 µM]	-1%	3	0%	6%	1%	7%[57.1 µM]
CC(=O)Nc1ccc2c(c1)C(N1CC3CCC(CC3)C1)c1ccccc1-2 (centres undefined)	-1%	-2%	-7%[57.1 µM]	i	-6	-11%	13%	?	15%[57.1 µM]
O=C(O)CCCn1cc(NC(=O)COc2ccc([N+](=O)[O-])cc2)cn1	1%	-11%	-3%	-4%	4	-4%	25%	-16%	-4%
COC(=O)N/N=C/c1ccc(-c2ccc(Cl)cc2Cl)o1	5%	5%	-3%	i	-2	-2%	22%	-25%	10%
O=C(O)C(Cc1ccccc1)N1C(=O)/C(=C/c2cccnc2)SC1=S (centres undefined)	?	-5%	-18%	9%	-4	0%	-21%	5%	-20%
O=C(Nc1ccc(Cl)cc1N1CCOCC1)C1CC1	0%	14%	7%	-11%	-10	7%	3%	-10%	28%
CCCC(NC(=O)c1ccc(Br)o1)c1nc2ccccc2[nH]1 (centres undefined)	4%	-4%	1%	-1%	1	8%	49%[activator]	-13%	-13%
O=C(Nc1ccc2c(c1)OCO2)C1CCCCN1S(=O)(=O)c1ccccc1 (centres undefined)	-1%	1%	10%[57.1 µM]	-1%	-1	2%	17%	-18%	13%[57.1 µM]
CC1CCN(c2ncnc3c2cnn3-c2ccc(F)cc2)CC1	?	11%	-9%[57.1 µM]	10%	-3	14%	88%[activator]	-29%	-12%[57.1 µM]
CC1=N/C(=C/c2ccc([N+](=O)[O-])cc2)C(=O)N1c1ccc(Cl)cc1Cl	-3%	13%	6%[57.1 µM]	-7%	-1	2%	?	0%	20%[57.1 µM]
N#CC(CC(=O)OCc1ccccc1)NC(=O)OCc1ccccc1 (centres undefined)	/	10%	/	-9%	1	-5%	/	-27%	/
CC(CC(=O)OCC(=O)NCc1ccc(Cl)cc1)c1ccccc1 (centres undefined)	?	-8%	-1%	2%	-3	-1%	47%[activator]	-25%	16%
CCOC(=O)N1CCN(C(=O)c2ccc3c(SCC(=O)O)c4c(nc3c2)CCCC4)CC1	6%	-2%	1%[57.1 µM]	6%	3	6%	36%	0%	-13%[57.1 µM]
CCN(CC)CCCN1CC(O)=C(c2nc3ccccc3s2)C1=N	0%	1%	-3%	1%	7	9%	5%	4%	-7%
Cc1ccccc1CN1CCc2nc(N3CCN(c4ccccn4)CC3)ncc2C1	4%	-11%	11%[57.1 µM]	-3%	1	7%	20%	-13%	17%[57.1 µM]
O=C(CCC1CC(=O)Nc2ccccc21)NCc1ccccc1 (centres undefined)	-8%	-2%	7%	-6%	-2	-13%	5%	-15%	20%
COC(=O)c1cccc(NC(=O)c2ccco2)c1	3%	-3%	10%[57.1 µM]	-4%	-7	4%	26%	-1%	-5%[57.1 µM]
CC(=O)c1c(C)[nH]c(C(=O)CN2CCN(S(=O)(=O)c3ccc(C(C)C)cc3)CC2)c1C	3%	-10%	1%	9%	3	-1%	41%[activator]	-10%	-11%
N=C(N)c1ccc(N)cc1	2%	-2%	7%[57.1 µM]	9%	-10&-4	-2%	53%[activator]	-17%	14%[57.1 µM]
O=C(NCCc1ccccc1)C1=COCCO1	-8%	-4%	1%	-2%	-4	-17%	17%	-16%	28%
Cc1ccc(SCCC(=O)N(C)C)cc1	5%	2%	3%	-5%	6	0%	13%	1%	6%
Nc1cc(=O)[nH]c(SCCSc2ccccc2)n1	2%	-1%	-3%	-1%	3	0%	36%	-12%	2%
Cc1nc(C)n(CC(=O)N2CCCC(C(=O)c3cccc4ccccc34)C2)n1 (centres undefined)	-3%	2%	11%[11.4 µM]	i	-25	14%	-26%	-8%	16%[11.4 µM]
O=c1c2[nH]c3ccc(Br)cc3c2ncn1CCCn1ccnc1	1%	16%	9%[57.1 µM]	i	18	-5%	43%	-5%	3%[57.1 µM]
Cc1cccc(C)c1Nc1c(-c2cccs2)nc2ncccn12	13%	-5%	2%	-4%	-15	3%	-7%	-8%	3%
Cc1nnc2sc(SCc3cccc(Cl)c3)nn2c1=O	-8%	5%	-10%[57.1 µM]	i	0	2%	46%	-15%	30%[57.1 µM]
O=C(Nc1ccc(Cl)c(C(F)(F)F)c1)C1CCN(S(=O)(=O)c2cccc3nonc23)CC1	36%[activator]	-3%	-2%	6%	2	-3%	1%	-28%	19%

Ordered by value in IDH1 R132H inh (rising): three of the compounds above
SMILES	Pin1 inhibitor	IDH1 R132H inh	TrxR1 substrate	PGK inhibitor	PI4K2A block	GLS inh	HP1b binding inh	USP1-UAF1 inh	rTrxR1 inhibitor
CC(C)CC1Nc2ccc(C(=O)NCCCN3CCCCC3C)cc2NC1=O (centres undefined)	2%	-7%	0%	-8%	-3	-14%	22%	-27%	11%
Cc1cccc(N(C)S(=O)(=O)c2csc(C(N)=O)c2)c1	-12%	2%	12%[57.1 µM]	-10%	3	-3%	4%	-22%	6%
O=C(Nc1ccc(Cl)cc1N1CCOCC1)C1CC1	0%	14%	7%	-11%	-10	7%	3%	-10%	28%

Assay outcomes as filed in PubChem BioAssay.

Some of the compounds tested; the hit share may differ from the screen's.
